# High-throughput results from PubChem BioAssay.
# TPT1 inh – inhibitors of Candida albicans tRNA 2'-phosphotransferase TPT1; actives 0.81% (n = 300,000); inhibition, % at 5 µM; AID 1962; recombinant caTPT1, FP RNA substrate dephosphorylation;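 active = inhibition above the mean of all tested compounds plus 3 SD, set per screening campaign, cut at about 24% in these data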;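 also: plate controls were DMSO alone for no effect and ferristatin control at 100 nM for full effect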
# PP1 counter – counter-screen for PP5 inhibitors: inhibitors of human PP1-alpha. purified PP1alpha, OMFP fluorescence. inhibition, % at 6.7 µM. actives 0.9% (n = 320,000). AID 2235;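 active = inhibition above the mean inhibition of all tested compounds plus 3 SD, computed separately for each screening campaign, cut at about 15% in these data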
# Target sequence (P62136 whole entry, looked up): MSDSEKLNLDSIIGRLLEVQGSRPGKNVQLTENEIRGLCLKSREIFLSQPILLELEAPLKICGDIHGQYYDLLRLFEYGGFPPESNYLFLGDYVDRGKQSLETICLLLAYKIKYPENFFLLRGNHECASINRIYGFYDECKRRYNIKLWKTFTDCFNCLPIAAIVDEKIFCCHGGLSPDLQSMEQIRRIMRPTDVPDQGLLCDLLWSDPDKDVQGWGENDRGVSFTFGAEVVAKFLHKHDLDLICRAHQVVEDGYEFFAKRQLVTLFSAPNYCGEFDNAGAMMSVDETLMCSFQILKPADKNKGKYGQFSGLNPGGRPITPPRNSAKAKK
# Fh CTSL1 inh – blocks F. hepatica cathepsin L1 in PFM18AAP counter-screen; recombinant F. hepatica cathepsin L1, Z-Leu-Arg-MCA fluorescence; inhibition, % at 5.96 µM; actives 0.49% (n = 300,000);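 active = inhibition above the mean of all tested compounds plus 3 SD, set per screening campaign, cut at about 17% in these data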;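 also: 0% = plate median of test compound wells and 100% = 1 µM Z-Phe-Ala-diazomethylketone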
# PP5 primary – blocks human protein phosphatase 5 activity. P53041. purified PP5c, OMFP substrate fluorescence. inhibition, % at 6.7 µM. AID 1987. actives 0.18% (n = 320,000);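 active = inhibition above the campaign's mean inhibition across all tested compounds plus 3 SD, cut at about 9.5% in these data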;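 also: 0% = DMSO only and 100% = 100 µM cantharidin control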
# Target sequence (P53041 whole entry, looked up): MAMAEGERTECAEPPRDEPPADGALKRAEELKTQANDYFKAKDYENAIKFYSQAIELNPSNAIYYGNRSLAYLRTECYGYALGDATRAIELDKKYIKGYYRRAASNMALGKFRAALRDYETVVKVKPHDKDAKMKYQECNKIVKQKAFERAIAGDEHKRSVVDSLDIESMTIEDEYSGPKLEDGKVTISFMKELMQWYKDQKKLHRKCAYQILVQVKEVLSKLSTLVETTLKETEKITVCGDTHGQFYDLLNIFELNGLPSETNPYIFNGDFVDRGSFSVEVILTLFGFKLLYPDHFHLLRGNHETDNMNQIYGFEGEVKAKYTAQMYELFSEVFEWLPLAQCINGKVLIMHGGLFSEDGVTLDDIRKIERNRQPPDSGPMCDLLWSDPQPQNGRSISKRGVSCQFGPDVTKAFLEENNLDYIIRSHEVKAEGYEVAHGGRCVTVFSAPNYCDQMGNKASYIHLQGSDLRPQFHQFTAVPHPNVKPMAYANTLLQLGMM
# ZTA counter – ZTA (EBV) inhibition in EBNA-1 counter-screen; P03206; ZTA-DNA binding, fluorescence polarization; inhibition, % at 11 µM; actives 0.15% (n = 320,000); AID 2234; in the data active = inhibition above about 33%
# Target sequence (P03206 whole entry, looked up): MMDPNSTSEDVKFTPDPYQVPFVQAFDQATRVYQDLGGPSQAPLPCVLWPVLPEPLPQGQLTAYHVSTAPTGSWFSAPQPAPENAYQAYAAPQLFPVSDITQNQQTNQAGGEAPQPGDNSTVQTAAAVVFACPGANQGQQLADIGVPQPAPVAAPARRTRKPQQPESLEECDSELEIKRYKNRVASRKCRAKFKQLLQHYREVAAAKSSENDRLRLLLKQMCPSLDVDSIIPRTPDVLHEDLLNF
# core dimer inh – blocks dimerization of HCV core protein | TR-FRET GST/Flag-core106 dimerization, 1536-well | inhibition, % at 5 µM | actives 0.33% (n = 300,000);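 active = inhibition above the mean of all tested compounds plus 3 SD, set per screening campaign, cut at about 45% in these data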
#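 Material: GST/Flag-tagged HCV core106 proteins. Incubation: 4 h, 22.5 °C incubation. Read-out basis: inhibition (%) from 671 over 617 nm ratio. Measured by: TR-FRET, excitation 340 nm, emission 617 and 671 nm.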
# Efflux pump inh – antifungal efflux pump inhibition, Nile Red retention; S. cerevisiae Candida pump triplex; inhibition, % at 10 µM; actives 0.44% (n = 330,000); AID 485275;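 active = plate passing quality check with inhibition over a set limit, or well fluorescence over plate mean plus 4 SD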;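 also: Nile Red retained in pooled yeast measured as flow cytometry median fluorescence; 0% = buffer negative control and 100% = Enniatin B positive control; higher means more Nile Red kept so more efflux inhibition; some compounds called inactive have numbers as strong as hits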
# EBNA-1 inh – blocks EBNA-1 binding to DNA | EBNA-1 DNA binding, fluorescence polarization | inhibition, % at 14.8 µM | actives 0.34% (n = 300,000) | AID 1950; in the data active = inhibition above about 28%
# PREPL inh – inhibitors of human prolyl oligopeptidase-like enzyme PREPL | Q4J6C6 | recombinant PREPL, fluorescence polarization activity-based probe | inhibition, % at 5.96 µM | actives 0.68% (n = 320,000) | AID 2751; in the data active = inhibition above about 43%;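 also: 0% = enzyme with DMSO and 100% = wells lacking enzyme; many of its hits are not listed in these tables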
# Numbers without * were called inactive; · = no result given.
no.	Molecule	TPT1 inh	PP1 counter	Fh CTSL1 inh	PP5 primary	ZTA counter
1	CCCn1c(=O)c(C(=O)NNS(=O)(=O)c2ccc(C)cc2)c(O)c2ccccc21	0	7	-6	2.0	15
2	COc1cc(NC(=O)CSCc2ccc(Cl)cc2Cl)c(C(=O)O)cc1OC	-2	11	7	2.0	-6
3	COc1ccc(NC(=O)CCn2c(=O)c3cccn3c3ccccc32)c(OC)c1	-4	1	-1	0.4	-3
4	COc1ccc(-n2nc(C(=O)NCC(=O)Nc3cc(OC)c(OC)c(OC)c3)c3ccccc3c2=O)cc1OC	-5	-2	3	2.1	11
5	CCc1c(C)nc2cc(C)[nH]n2c1=O	-2	1	-2	0.5	-5
6	Nc1c(CO)nnn1-c1ccccc1	-2	0	-4	0.5	-21
7	COc1ccc(Cc2nnc(SCC(=O)c3cccc([N+](=O)[O-])c3)n2C)cc1	1	-5	1	0.7	6
8	CCOc1ccc(NC(=O)c2csc3c2CCCC3)cc1	-4	3	-3	2.0	-17
9	O=C(CSc1ncnc2sccc12)Nc1ccccc1F	2	-2	5	0.6	-18
10	CC(C)(C)c1cc2cccnc2n1Cc1cccc(Cl)c1	2	-12	5	2.7	-14
11	COC(=O)c1ccccc1NS(=O)(=O)c1ccc2c(c1)oc(=O)n2C	0	-1	4	1.6	-20
12	O=C(Nc1ccccc1SCC1CSc2nc3ccccc3c(=O)n21)c1cccc(Cl)c1 (centres undefined)	-3	0	-2	0.1	11

no.	core dimer inh	Efflux pump inh	EBNA-1 inh	PREPL inh
1	6	4.2	-6	7
2	4	0.0	-2	8
3	13	0.0	3	1
4	2	-0.1	7	13
5	-4	0.0	-4	1
6	-6	0.0	-4	-2
7	6	0.5	4	12
8	0	-0.4	-5	-5
9	-4	0.0	-1	9
10	-4	-0.1	-5	3
11	-5	-0.1	-3	-8
12	4	-0.1	2	-7

# Reprinted at random: five compounds from above.
no.	Molecule	TPT1 inh	PP1 counter	Fh CTSL1 inh	PP5 primary	ZTA counter
1	CCCn1c(=O)c(C(=O)NNS(=O)(=O)c2ccc(C)cc2)c(O)c2ccccc21	0	7	-6	2.0	15
4	COc1ccc(-n2nc(C(=O)NCC(=O)Nc3cc(OC)c(OC)c(OC)c3)c3ccccc3c2=O)cc1OC	-5	-2	3	2.1	11
6	Nc1c(CO)nnn1-c1ccccc1	-2	0	-4	0.5	-21
10	CC(C)(C)c1cc2cccnc2n1Cc1cccc(Cl)c1	2	-12	5	2.7	-14
3	COc1ccc(NC(=O)CCn2c(=O)c3cccn3c3ccccc32)c(OC)c1	-4	1	-1	0.4	-3

no.	core dimer inh	Efflux pump inh	EBNA-1 inh	PREPL inh
1	6	4.2	-6	7
4	2	-0.1	7	13
6	-6	0.0	-4	-2
10	-4	-0.1	-5	3
3	13	0.0	3	1

# Back to the main list, repeating the 3 entries before the break.
no.	Molecule	TPT1 inh	PP1 counter	Fh CTSL1 inh	PP5 primary	ZTA counter
10	CC(C)(C)c1cc2cccnc2n1Cc1cccc(Cl)c1	2	-12	5	2.7	-14
11	COC(=O)c1ccccc1NS(=O)(=O)c1ccc2c(c1)oc(=O)n2C	0	-1	4	1.6	-20
12	O=C(Nc1ccccc1SCC1CSc2nc3ccccc3c(=O)n21)c1cccc(Cl)c1 (centres undefined)	-3	0	-2	0.1	11
13	COc1cccc(/C=N/NC(=O)c2oc3nc(-c4ccccc4)cc(-c4ccco4)c3c2N)c1	82*	5	-1	2.6	7
14	CCCOC(=O)c1c(NC(=O)CCCn2nc([N+](=O)[O-])cc2C)sc(C(=O)OC)c1C	1	-2	2	-1.1	11
15	O=C(CCNS(=O)(=O)c1cccc2nonc12)NCc1cccs1	-7	-1	-2	-1.2	-12
16	O=C(CN1C(=O)C2CC=CCC2C1=O)Nc1ccc(F)cc1F (centres undefined)	·	-4	·	0.3	8
17	Cc1cc(C(=O)NC2CCN(Cc3ccccc3)CC2)n[nH]1	3	-7	-2	-0.8	0
18	COc1ccc(CNC(=O)c2sc3nc4c(c(C(F)(F)F)c3c2N)CCC4)cc1OC	-1	1	1	1.9	-12
19	O=C(COC(=O)c1cccc(S(=O)(=O)N2CCOCC2)c1)NCCc1ccccc1	1	5	-8	-0.2	-4
20	OCCC1CN(Cc2ccccc2OC2CCCC2)CCN1Cc1ccsc1 (centres undefined)	-2	-2	0	3.1	-23
21	COCCCN1C(=O)c2ccc(C(=O)OCC(=O)N(C)c3ccccc3)cc2C1=O	-7	-1	-1	3.3	-6
22	CN(C)/C(=N\S(=O)(=O)c1ccc(Br)cc1)c1ccccc1	-4	-2	1	0.2	-3
23	Cc1cccc(-c2ncc(CN3CCCC(CO)(Cc4ccccc4C)C3)cn2)c1 (centres undefined)	2	1	2	4.3	-10
24	Cc1nc2ccc(-c3ccccc3)cc2o1	0	-4	0	-0.5	-3

no.	core dimer inh	Efflux pump inh	EBNA-1 inh	PREPL inh
10	-4	-0.1	-5	3
11	-5	-0.1	-3	-8
12	4	-0.1	2	-7
13	13	0.1	2	4
14	8	0.1	-3	2
15	1	0.0	0	-6
16	·	0.0	·	2
17	3	-0.2	2	1
18	-7	-1.4	-3	11
19	-2	-1.1	2	1
20	1	-0.1	11	10
21	-4	-0.1	-2	-10
22	-12	-0.1	-4	5
23	1	0.0	6	3
24	-6	-0.1	-8	-3

# Next part
no.	Molecule	TPT1 inh	PP1 counter	Fh CTSL1 inh	PP5 primary	ZTA counter
25	C/C(=N\NC(=O)c1cccc(N/N=C(\C)c2ccncc2)c1)c1ccncc1	-6	0	0	2.5	-9
26	CN(Cc1c(C(=O)N/N=C/c2ccc(O)cc2)nnn1-c1nonc1N)C1CCCCC1	0	-2	4	1.7	9
27	COc1ccc(/C=N/NC(=O)c2cccnc2)cc1CN1CCCc2ccccc21	1	3	0	3.9	-8
28	O=C(CN(CC1CCCO1)C(=O)c1nsc(Cl)c1Cl)NC1CCCC1 (centres undefined)	-3	2	1	2.5	3
29	CCSc1ccc([C@@H]2[C@@H]3C(=O)N(C)C(=O)[C@@H]3[C@]3(C(=O)OC)CCCCN23)cc1	1	2	2	2.1	-6
30	COc1ccc(C(=O)NCCn2cc(SCC(=O)Nc3cc(C)on3)c3ccccc32)cc1OC	1	-1	-1	4.8	-7
31	O=C(NNC(=O)c1ccccc1F)c1ccc2[nH]c(=O)c(=O)[nH]c2c1	-2	-2	-1	0.5	13
32	Cc1ccc(CNC(=O)C2CCC(=O)N(C3CCCC3)C2)c(F)c1F (centres undefined)	1	-3	-3	2.0	10
33	FC(F)(F)c1cnc(NNC(=S)Nc2ccccc2Cl)c(Cl)c1	2	-2	-4	0.0	9
34	COC(=O)c1sccc1NC(=O)c1ccc(C)s1	2	3	1	-4.3	12
35	CC(C)(C)n1nc2c(c1NC(=O)c1ccccc1S(=O)(=O)C(F)F)CS(=O)(=O)C2	-3	-4	-3	3.6	3
36	CCOc1c(OC)cc(C2C(C#N)=C(N)Oc3n[nH]c(-c4ccncc4)c32)cc1OC (centres undefined)	-4	0	3	-0.1	-1

no.	core dimer inh	Efflux pump inh	EBNA-1 inh	PREPL inh
25	0	-0.1	7	52*
26	4	0.4	13	14
27	3	0.1	2	4
28	-3	0.0	-6	-1
29	-5	·	-18	15
30	-8	-0.1	10	11
31	-3	-0.2	7	6
32	13	0.0	4	16
33	-5	-0.1	6	11
34	11	0.1	-15	15
35	-1	-0.8	0	3
36	0	-0.1	5	-2

# Further results follow.
no.	Molecule	TPT1 inh	PP1 counter	Fh CTSL1 inh	PP5 primary	ZTA counter
37	CCOc1ccc(N(CC(=O)NCc2cccnc2)S(=O)(=O)c2ccc(F)cc2)cc1	-1	-6	-1	1.9	-3
38	CCC(=O)Nc1cc(NC(=O)CSc2nnc(C(C)C)n2CC)ccc1C	-2	3	1	0.6	3
39	c1ccc(C2(CN3CCNC[C@H]3Cc3cccc4ccccc34)CC2)cc1	2	6	-4	0.5	6
40	CCOC(=O)C1(CCOc2ccccc2)CCN(Cc2cccn2-c2ncccn2)CC1	0	10	-2	-1.6	5
41	COc1ccc(OC)c(CN2CCN(Cc3cc(OC)c(OC)c(OC)c3)CC2)c1	2	-2	3	3.4	-5
42	O=C(CN1CCN(S(=O)(=O)/C=C/c2ccccc2)CC1)NC(=O)NCc1ccco1	-1	6	6	1.0	14
43	CCOc1ccc(C)cc1S(=O)(=O)Nc1ccc(Cl)cn1	3	-3	-1	-3.0	0
44	CC(CNC(=O)C1CCCN(S(=O)(=O)N2CCOCC2)C1)c1ccccc1 (centres undefined)	1	-4	1	3.1	-3
45	Oc1nc(-c2ccc(Cl)cc2)n2ccncc12	-5	-2	-1	0.4	-7
46	COc1ccc(C(CC(=O)N2CCCC(C)C2)c2c(OC)cc(OC)c3c(-c4ccccc4)cc(=O)oc23)cc1 (centres undefined)	0	8	-1	4.0	7
47	COc1cccc(CNC(=O)CCC2CCCN(Cc3ccc4c(c3)CCO4)C2)c1 (centres undefined)	1	-3	-1	0.6	-9
48	COc1ccc(/C=C2\SC(=S)N(CCC(=O)Nc3ccc(O)cc3)C2=O)cc1	3	2	3	3.0	-20

no.	core dimer inh	Efflux pump inh	EBNA-1 inh	PREPL inh
37	-3	3.2	12	2
38	-7	-0.1	2	5
39	0	-0.1	3	7
40	-4	0.0	-9	-16
41	-6	0.4	-1	1
42	48*	0.0	0	13
43	0	-0.3	2	-1
44	3	0.0	-7	1
45	-13	-0.1	-5	8
46	22	-0.1	-4	-1
47	-3	0.2	-3	9
48	20	0.1	4	20

# (continued)
no.	Molecule	TPT1 inh	PP1 counter	Fh CTSL1 inh	PP5 primary	ZTA counter
49	Cc1cccc(-n2c(O)c(C=Nc3cc(O)ccc3C)c3ccccc3c2=O)n1	8	3	-1	1.3	12
50	CCN(CC)S(=O)(=O)c1cccc(-c2nnc(SC(C)C#N)n2Cc2ccccc2)c1 (centres undefined)	-2	-2	5	1.5	15
51	OC(COCCOc1ccc(Br)cc1)CN1CCCCC1 (centres undefined)	-5	-6	-1	0.1	-3
52	COc1ccc(NC(=O)c2ccc([N+](=O)[O-])s2)c([N+](=O)[O-])c1	3	-3	5	0.2	2
53	COc1ccc(C2CCCN2C(=O)Nc2ccc(C)c(C)c2)cc1OC (centres undefined)	-3	-4	2	-0.3	4
54	CN1CCN(S(=O)(=O)c2cccc(C(=O)NCCOc3ccccc3)c2)CC1	0	-4	0	1.2	-2
55	Cc1occc1-c1nnc(SCC(=O)Nc2ccc(F)cc2)n1Cc1ccccc1	0	-2	2	-0.1	22
56	Cc1c(OCC(=O)NC(Cc2ccc(Cl)cc2)C(=O)O)ccc2c3c(c(=O)oc12)CCCC3 (centres undefined)	-2	0	4	1.9	-8
57	COC(=O)c1ccc2[nH]c([C@H](C)O)c([C@H](C)O)c2c1	0	0	-2	0.4	-11
58	COc1ccc(OC)c(N(C)S(=O)(=O)c2ccc3c(c2)N(C(C)=O)CCO3)c1	-3	-3	-2	2.5	-4
59	CC(=O)c1c(N2CCC(C(N)=O)CC2)nc(=S)n(-c2ccccc2)c1C	1	2	0	0.3	-7
60	CCOC1(OCC)N=C(N)C2(C#N)C(c3cccc(C)c3)C12C#N (centres undefined)	1	-1	5	-0.9	67*

no.	core dimer inh	Efflux pump inh	EBNA-1 inh	PREPL inh
49	-3	0.1	-1	9
50	-4	0.0	-5	3
51	8	-4.3	1	28
52	1	0.0	-1	-1
53	3	0.0	-2	18
54	1	-0.1	4	-5
55	2	0.1	1	8
56	7	-0.1	-6	-3
57	-11	0.1	4	35
58	4	-0.2	1	0
59	-7	0.1	1	4
60	7	0.0	5	2

# This is a subset, so the mix of outcomes need not match the whole.
